APEX1 inh = qHTS Assay for Inhibitors of the Human Apurinic/apyrimidinic Endonuclease 1 (APE1). recombinant APE1, TAMRA/BHQ-2 abasic DNA cleavage fluorescence. Potency, µM (doses to about 65.8 µM), for inactives: top-dose activity change, negative = inhibition, most hits filed as inhibitors. DNA repair nuclease/redox regulator APEX1 (Homo sapiens), P27695. AID 2517, 2012. 0.35% of 350,000 active;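 note: potency is the fitted concentration of half-maximal effect; plate controls were vehicle for no effect and reference inhibitor for full effect; nearly all actives have a fitted effect of over 55% in size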
Target sequence (P27695 whole entry, looked up): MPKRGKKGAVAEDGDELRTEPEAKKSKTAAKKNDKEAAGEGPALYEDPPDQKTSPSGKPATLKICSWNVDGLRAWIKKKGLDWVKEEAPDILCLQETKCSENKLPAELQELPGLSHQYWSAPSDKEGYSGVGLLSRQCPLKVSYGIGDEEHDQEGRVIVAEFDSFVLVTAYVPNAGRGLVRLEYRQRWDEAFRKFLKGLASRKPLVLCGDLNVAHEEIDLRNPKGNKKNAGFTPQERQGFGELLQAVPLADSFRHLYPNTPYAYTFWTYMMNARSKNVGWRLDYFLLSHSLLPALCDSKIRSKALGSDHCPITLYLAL
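APE1 at 0.75 nM preincubated 15 min at room temperature with compound. Reaction then started with 50 nM double-stranded THF-abasic substrate labelled with TAMRA/BHQ-2, and 525/598 nm fluorescence read kinetically. Activity taken as third-minus-first read difference, normalized to DMSO and NSC13755 controls.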
BLM inh = qHTS Assay for Inhibitors of Bloom's syndrome helicase (BLM). 0.2% of 350,000 active. recombinant BLM DNA unwinding, fluorescence dequenching. Potency, µM (series often up to 56.1 µM), without a hit: at the top dose activity change, negative = inhibition, hits mostly inhibitors;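 note: potency is the fitted concentration of half-maximal effect; plate controls were vehicle for no effect and no enzyme for full effect; nearly all actives have a fitted effect of over 35% in size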
Pol kappa inh = qHTS for Inhibitors of Polymerase Kappa. DNA polymerase kappa (Homo sapiens), Q9UBT6. 0.53% of 400,000 active. purified Pol kappa, fluorescent DNA synthesis assay, 10 min. Potency, µM (top dose mostly 107 µM), without a hit: at the top dose activity, negative = inhibition, most hits filed as inhibitors; note: potency is the fitted concentration of half-maximal effect; % is set by controls: 0 for no effect and ±100 for the full control effect
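Here, compound and 10 nM enzyme are combined for 15 min at room temperature; adding 50 nM substrate (final) starts DNA synthesis, tracked by fluorescence at 0 and 10 min against buffer-only wells.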
Pol beta inh = qHTS Assay for Inhibitors of DNA Polymerase Beta. Pol beta primer extension/strand displacement, fluorescence kinetic. Potency, µM (doses to about 114 µM), for the others: top-dose activity change, negative = inhibition, hits mostly inhibitors. P06746. 1.3% of 340,000 active; note: potency is the fitted concentration of half-maximal effect; % is set by controls: 0 for no effect and ±100 for the full control effect
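Reaction started by 50 nM substrate onto compound-treated Pol beta (10 nM, 15 min preincubation, room temperature); plates read at 0 min and 10 min. Normalized concentration-effect data fitted by four-parameter Hill equation.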
Pol eta inh = qHTS for Inhibitors of Polymerase Eta | DNA polymerase eta (Homo sapiens), Q9Y253 | Potency, µM (highest dose often 114 µM), for the others: top-dose activity change, negative = inhibition, most hits filed as inhibitors | recombinant Pol eta, fluorescent DNA replication assay | 1.2% of 390,000 active; note: potency is the fitted concentration of half-maximal effect; % is set by controls: 0 for no effect and ±100 for the full control effect
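Pol eta at 10 nM preincubated with compounds 15 min at room temperature; reaction started with fluorescent substrate (50 nM final) and read kinetically at 0 and 10 min.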
LDHA inh = qHTS assay for inhibitors of human lactate dehydrogenase. AID 1347041, 2019. L-lactate dehydrogenase A chain (Homo sapiens), P00338. purified LDHA, NADH/diaphorase-resazurin fluorescence; hits give low values. activity change, % (values are at about 110 or 230 µM). 0.15% of 480,000 active; in the data active = activity change below about -30%; inconclusive = mostly about -25% to -30%;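 note: plate controls were DMSO wells for no effect and wells without enzyme for full effect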
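LDH5 2 nM; NADH 0.06 mM, pyruvate 0.2 mM; 200 mM Tris pH 7.4, EDTA, Tween-20; 5 min RT. Detection: diaphorase 0.133 mg/mL + resazurin 37 µM, fluorescence ex540/em590 at 0 and 20 min; normalized to enzyme-free and DMSO wells.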
POLI inh = qHTS for Inhibitors of Polymerase Iota; DNA polymerase iota (Homo sapiens), Q9UNA4; Pol iota fluorescent replication assay, 10 min; Potency, µM (highest dose often 115 µM), for inactives: at the highest dose activity, negative = inhibition, usual class: inhibitors; 1% of 390,000 active; AID 588590, 2011; note: potency is the fitted concentration of half-maximal effect
Target sequence (Q9UNA4 whole entry, looked up): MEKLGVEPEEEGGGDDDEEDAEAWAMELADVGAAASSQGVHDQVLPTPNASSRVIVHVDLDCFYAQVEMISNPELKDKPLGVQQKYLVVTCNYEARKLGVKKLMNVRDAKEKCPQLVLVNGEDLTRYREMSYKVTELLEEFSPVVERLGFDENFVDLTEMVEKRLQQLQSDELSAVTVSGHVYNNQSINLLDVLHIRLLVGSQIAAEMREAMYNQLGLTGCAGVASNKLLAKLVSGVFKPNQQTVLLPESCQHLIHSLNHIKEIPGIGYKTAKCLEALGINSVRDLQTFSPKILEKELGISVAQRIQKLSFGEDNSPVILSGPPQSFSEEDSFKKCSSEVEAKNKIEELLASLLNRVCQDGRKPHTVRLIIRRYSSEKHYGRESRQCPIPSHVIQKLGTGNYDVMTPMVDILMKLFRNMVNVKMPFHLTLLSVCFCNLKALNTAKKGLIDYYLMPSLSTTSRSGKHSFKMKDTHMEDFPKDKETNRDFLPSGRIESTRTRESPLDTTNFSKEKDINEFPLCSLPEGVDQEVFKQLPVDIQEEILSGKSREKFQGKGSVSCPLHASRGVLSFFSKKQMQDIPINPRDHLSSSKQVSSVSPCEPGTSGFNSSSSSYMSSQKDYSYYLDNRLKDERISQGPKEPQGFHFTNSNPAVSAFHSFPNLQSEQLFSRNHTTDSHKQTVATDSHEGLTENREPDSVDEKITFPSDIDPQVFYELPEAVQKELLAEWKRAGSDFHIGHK
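Fluorescent replication assay read twice, at 0 min and 10 min after adding 50 nM (final) substrate. Enzyme (10 nM) and compounds were first incubated 15 min at room temperature; enzyme-free buffer wells were negative controls.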
Glioma ERSR ind = qHTS for Inducers of the Endoplasmic Reticulum Stress Response (ERSR) in Human Glioma: qHTS; Potency, µM, inactives show at the highest dose activation, hits mostly activators; 0.02% of 420,000 active; U87-MG GRP78 promoter luciferase reporter, 16 h; AID 602332, 2012; note: potency is the fitted concentration of half-maximal effect; series mostly up to about 76 µM; % of control where 0% means no effect; nearly all actives have a fitted effect of over 35% in size
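Stably transfected U87-MG human glioma cells carrying a GRP78-based luminescent sensor were seeded at 1000 cells/well, pin-dosed with compounds and incubated 16 h. Luciferase reagent was then added, and end-point luminescence was read after 10 min at room temperature.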
Anesthetic bind = qHTS Assay for Identification of Novel General Anesthetics; Ferritin light chain (Equus caballus), P02791; Potency, µM (top dose mostly 77.5 µM), inactives show top-dose activity change, negative = displacement, hits mostly inhibitors; apoferritin/1-aminoanthracene competitive binding, fluorescence; 0.074% of 350,000 active; note: potency is the fitted concentration of half-maximal effect; % is set by controls: 0 for no effect and ±100 for the full control effect; nearly all actives have a fitted effect of over 20% in size
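Read-out: endpoint 1-AMA fluorescence, excitation 380 nm and emission 535 nm, after compounds sit 10 min at room temperature with 10 uM horse-spleen apoferritin in 50% saturated 1-AMA/PBS. Values come from four-parameter Hill fits.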
* = called active by the depositor; ? = inconclusive; nt = not tested or not shown; & = joins results of further samples; [ ] = another dose, or the depositor's remark. Unless noted, calls come from the whole dose curve; as a rule, active = well fitted curve in the direction sought with a large enough effect; inconclusive = small, poorly fitted or top-dose-only effect, or another doubt; inactive = no such curve, though single readings can be large; an effect the other way counts as inactive or inconclusive. Only part of the results is shown; count on the stated rates, not on these rows.

SMILES	APEX1 inh	BLM inh	Pol kappa inh	Pol beta inh	Pol eta inh	LDHA inh	POLI inh	Glioma ERSR ind	Anesthetic bind
CN1CCN(C(=O)CCc2ccc(S(=O)(=O)NC3CCCCC3)cc2)CC1	-1.0%	-0.4%	10.2%	8.1%	-6.1%	-4.8	56.5%[activator]	-4.8%	-6.7%
O=C(NP(=O)(N1CC1)N1CC1)c1cc(I)ccc1I	nt	nt	-13.3%	nt	1.5%	-4.4	-2.2%	-2.4%	nt
CN(C)C1(CNC(=O)Cc2ccccc2F)CCCCC1	-6.3%	-2.5%	-17.9%	0.2%	-4.5%	-3.7	-19.1%	-3.4%	-14.1%
COc1ccc(N2C(=O)/C(=C/C=C/c3ccccc3[N+](=O)[O-])C(=O)NC2=S)cc1	14.6%	28.2µM*	?	20µM*	22.4µM*	-2.7	15.8µM*	2.5%	-16.9%
CN1CCN(c2cn[nH]c(=O)c2Cl)CC1	-1.1%	-8.7%	5.7%	?	-16.8%	-1.1	5.8%	0.0%	3.4%
CC1(C)[C@@H](O)C[C@H]2[C@](C)(O)[C@@H]3CC[C@H]4[C@@H](O)[C@@]3(C[C@@H](O)[C@@]21O)C[C@@]4(C)O	?	nt	4.8%&-1.3%[19.4 µM]	nt	nt	nt	nt	-1.8%&-3.6%	3.8%&-4.9%
COC(=O)C(O)(c1ccc(N(C)C(=O)OC(C)C)cc1)C(F)(F)F (stereo not drawn)	2.5%	-1.4%	-19.2%	8.5%	-3.9%	0.5	-8.0%	-0.4%	?
CC(C)C12CN3CC(C(C)C)(CN(C1)C3c1ccccn1)C2=O (stereo not drawn)	nt	1.8%	-15.2%	6.5%	-22.7%	9.5&0.3	12.0%	-2.4%	-0.4%
CN(C)c1ccc(/C=C2/C(=O)NC(=O)N(CCc3ccc(F)cc3)C2=O)cc1	-4.7%	-2.6%	0.1%	13.2%	1.2%	-0.4	-15.5%	3.8%	-0.8%
CCCCOc1ccc(CNC(=O)c2cc3n(n2)CCCN(Cc2ccc(C)cc2)C3=O)cc1	nt	-3.2%	-4.2%[60.1 µM]	-8.6%	-19.6%	1.5	3.6%	-1.9%	51.3%[activator]
NCC(=O)c1ccc(Cl)c(Cl)c1	nt	nt	3.6%	nt	nt	-31.3*	36.0%[activator]	1.9%	nt
Cn1cccc1/C=C1/C(=O)NC(=O)N(C(C)(C)C)C1=O	7.3%	-10.0%	-17.0%	-1.4%	8.4%	0.9	20.9%	-3.3%	-3.8%
COc1cc(NC(=O)CN2C3CCC2CC(O)(c2cccnc2)C3)cc(OC)c1 (stereo not drawn)	-2.6%	0.8%	0.2%	45.9%	-9.2%	-7.4	?	-2.3%	-10.3%
COc1ccc(O)c(C(=O)c2cnn(-c3ccccn3)c2)c1	-2.3%	-2.6%	-7.7%	5.5%	-14.2%	-6.6	127.1%[activator]	11.0%	-10.8%
C[C@]12CCC3C(CC[C@@H]4CC(=O)CC[C@]34C)C1CC[C@@H]2O (stereo partly drawn)	2.9%	nt	-0.8%	nt	-16.5%	-2.5	45.5%[activator]	-2.8%	nt
Cc1onc(-c2ccccc2Cl)c1C(=O)NCc1ccccn1	-2.3%	-1.5%	-2.3%	0.9%	-9.9%	-5.1&2.3	32.0%[activator]	-3.4%	0.4%
Oc1ccc(Br)cc1CN1CCN(c2ccccc2)CC1	-3.8%	-3.1%	-4.3%	-10.6%	-16.4%	-0.8	-0.8%	-2.5%	-4.3%
Cc1nn(-c2ccncc2)c2c1C(=O)CC(C)(C)C2Br (stereo not drawn)	nt	nt	9.2%	nt	-18.4%	3.9	45.8%[activator]	-2.2%	nt
CC(=O)OC1CCC2(C)C3CCC4(C)C(OC(C)=O)CCC4C3C(C)C2(O)C1 (stereo not drawn)	nt	nt	-11.0%	nt	-4.7%	1.0	27.3%	-5.8%	nt
COc1ccc2c(c1)c(CCN1CCOCC1)c(C)n2C(=O)c1cccc(Cl)c1Cl	4.5%	-14.5%	?	nt	nt	nt	nt	-2.3%	-18.0%
c1ccc(CCCCN2CCC(c3ccccc3)CC2)cc1	?	-1.4%	3.4%&-7.1%[19.4 µM]	nt	nt	nt	nt	-3.2%&-2.1%	-8.0%
COc1cc(C2c3cc(O)c(OC)cc3CC3C(=O)OCC32)ccc1O (stereo not drawn)	nt	nt	9.9%	nt	-17.1%	-1.4	15.0%	-1.5%	nt
COc1cccc(C(=O)C2CCCN(Cc3ccon3)C2)c1 (stereo not drawn)	22.7%	-2.8%	-2.6%	21.1%	-20.6%	-4.3	33.4%[activator]	-2.4%	-14.5%
COC(=O)C1=C(c2ccc(S(C)(=O)=O)cc2)C[C@@H]2CC[C@H]1N2C(=O)N1CCCCC1	nt	nt	-3.8%	nt	-13.3%	-7.4	-1.2%	-1.8%	nt
CCOC(=O)N(CC)c1ccc(C(O)(C(=O)OCC)C(F)(F)F)cc1 (stereo not drawn)	29.4%	-5.5%	-3.7%	5.6%	-22.8%	1.6	-10.0%	-2.8%	?

Continued:
SMILES	APEX1 inh	BLM inh	Pol kappa inh	Pol beta inh	Pol eta inh	LDHA inh	POLI inh	Glioma ERSR ind	Anesthetic bind
O=C(Cc1ccccc1)Oc1cccc(-n2cnnn2)c1	7.2%	0.7%	-4.5%	-0.5%	-9.9%	-4.7	63.3%[activator]	-3.5%	-18.6%
COc1cccc(-c2nn(Cc3ccccc3)cc2C(=O)O)c1	86.4%[activator]	-1.3%	0.0%	7.7%	?	-3.7	6.2%	-0.4%	7.4%
C[C@H]1COC2=C1C(=O)C(=O)c1c2ccc2c1CCCC2(C)C	-3.3%&4.1%	-21.7%&-17.7%	?	22.4µM*	35.5µM*	15.4	22.4µM*	-3.3%&13.7%	?
O=Cc1ccc(O)c(O)c1	3.6%	-6.2%	-9.2%	10.7%	-5.3%	0.7	?	-3.2%	0.0%
COP(=O)(OC)C(NC(=O)/C=C/c1ccccc1)C(Cl)(Cl)Cl (stereo not drawn)	-5.4%	-1.6%	-13.0%	3.7%	-3.6%	-7.6	88.9%[activator]	3.7%	-3.4%
CCCN(CC#CCOc1ccc(OC)cc1)CCC	-6.2%	-1.2%	-4.7%	12.0%	-12.1%	-22.6	24.4%	-3.2%	-11.0%
CC(=O)OC1CCC2(C)C(CCC3C2CC(=O)C2(C)C3CC(N3CC3)C2C(C)=O)C1 (stereo not drawn)	nt	nt	-3.9%	nt	-15.5%	-7.8	-3.4%	-4.5%	nt
Cc1c(C(c2ccc(O)cc2)c2c(O)c3ccccc3oc2=O)c(=O)n(-c2ccccc2)n1C (stereo not drawn)	15.2%	2.7%&5.5%	-10.5%&-10.7%	25.2%&85.5%	-1.5%&-0.8%	-3.4&-4.0	?	-3.6%&-3.2%	-0.3%&-5.9%
Cc1ccsc1C(=O)C1CCCN(Cc2cnc(N)nc2)C1 (stereo not drawn)	6.5%	-1.2%	-4.9%	17.3%	-9.0%	-5.7	-2.1%	-1.0%	-9.6%
N[C@@H](CCCP(=O)(O)O)C(=O)O	-1.8%	-4.3%	1.9%[19.4 µM]	nt	nt	nt	nt	-0.6%	nt
Cc1ccc(-n2c(O)c(C=NCC3CCCO3)c(=O)[nH]c2=O)c(C)c1 (stereo not drawn)	3.7%	2.5%	-1.7%	1.4%	-3.5%	-3.1	30.8%[activator]	-1.8%	10.1%
C[C@]12CC[C@H](N)CC1=CCC1C2CC[C@@]2(C)C1CC[C@@H]2O (stereo partly drawn)	12.3%	nt	7.4%	nt	-15.4%	-8.0	-10.2%	-2.4%	nt
CC(C)CNP(=S)(c1ccccc1)C(C)(C)C (stereo not drawn)	-1.8%	-1.0%	-5.2%	24.4%	42.1%[activator]	-1.2	33.4%[activator]	-1.4%	7.0%
O=C(Nc1ccc2c(c1)OCO2)c1cccn(Cc2cccc(F)c2)c1=O	nt	-0.7%	-4.7%[60.1 µM]	0.2%	-0.4%	-5.6	5.9%	-1.8%	2.8%
O=c1[nH]c(=O)n(Cc2ccco2)c(O)c1C=NCCN1CCOCC1	4.1%	-4.5%	-23.8%	8.3%	10µM*	-2.4	?	-0.2%	-9.5%

Taken from above for reference:
SMILES	APEX1 inh	BLM inh	Pol kappa inh	Pol beta inh	Pol eta inh	LDHA inh	POLI inh	Glioma ERSR ind	Anesthetic bind
CN1CCN(C(=O)CCc2ccc(S(=O)(=O)NC3CCCCC3)cc2)CC1	-1.0%	-0.4%	10.2%	8.1%	-6.1%	-4.8	56.5%[activator]	-4.8%	-6.7%
O=C(NP(=O)(N1CC1)N1CC1)c1cc(I)ccc1I	nt	nt	-13.3%	nt	1.5%	-4.4	-2.2%	-2.4%	nt
CN(C)C1(CNC(=O)Cc2ccccc2F)CCCCC1	-6.3%	-2.5%	-17.9%	0.2%	-4.5%	-3.7	-19.1%	-3.4%	-14.1%

Single records, as listed above. Screens in order: APEX1 inh | BLM inh | Pol kappa inh | Pol beta inh | Pol eta inh | LDHA inh | POLI inh | Glioma ERSR ind | Anesthetic bind
Shown for `CCCCOc1ccc(CNC(=O)c2cc3n(n2)CCCN(Cc2ccc(C)cc2)C3=O)cc1` = nt | -3.2% | -4.2%[60.1 µM] | -8.6% | -19.6% | 1.5 | 3.6% | -1.9% | 51.3%[activator]
Shown for `COc1ccc(N2C(=O)/C(=C/C=C/c3ccccc3[N+](=O)[O-])C(=O)NC2=S)cc1` = 14.6% | 28.2µM* | ? | 20µM* | 22.4µM* | -2.7 | 15.8µM* | 2.5% | -16.9%

Assay outcomes: PubChem, National Center for Advancing Translational Sciences (NCATS)
